Assay outcomes (PubChem)
PPARg SRC3 recr – PPARgamma agonists recruiting SRC-3 coactivator, primary screen, biochemical. Peroxisome proliferator-activated receptor gamma (Homo sapiens), P37231. biochemical PPARgamma/SRC-3 coactivator recruitment assay. activation, % at 8 µM. 200,000 tested, 0.26% active. AID 731, 2007; in the data active = activation above about 23%;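 also: 0% = DMSO and 100% = reference agonist; some compounds past the cut are filed as inactive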
PPARg SRC-1 ag – PPARgamma agonists recruiting SRC-1 coactivator, primary screen, biochemical; PPARgamma-SRC-1 coactivator recruitment biochemical assay; 200,000 tested, 0.41% active; activation, % at 8 µM; Peroxisome proliferator-activated receptor gamma (Homo sapiens), P37231; AID 631, 2007; in the data active = activation above about 19%;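 also: 0% = DMSO and 100% = reference agonist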
ROMK mod – ROMK potassium channel modulators, primary screen, cell-based, thallium flux, MLSMR library; ATP-sensitive inward rectifier potassium channel 1 (Homo sapiens), P48048; B-score at 10 µM; Tet-inducible ROMK, thallium flux fluorescence; actives lie on both sides; 130,000 tested, 2% active;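 active = signal ratio slope over the read window, or its plate-corrected B-score, at least 3 SD from the plate mean, either direction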;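 also: B-score of the F/F0 ratio slope over 7 to 12 s after thallium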
Lmaj promast – Leishmania major promastigote growth inhibition, primary screen | Leishmania major promastigotes, resazurin fluorescence viability | inhibition, % at 10 µM | 200,000 tested, 9% active | AID 1063, 2008; in the data active = inhibition above about 50%;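 also: promastigotes grown with compound for 44 hours at 28 °C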
TR-FRET SRC-2 ct – TR-FRET signal artefacts, primary screen, artefact control for PPARgamma SRC-2 agonist project, biochemical; TR-FRET artefact counter-screen; stronger effect = higher value; TR-FRET ratio at 8 µM; 200,000 tested, 0.4% active; in the data active = TR-FRET ratio above about 2000; also: inactives centre near 1500
PPARg SRC-2 ag – agonists of PPARg-SRC-2 recruitment, primary screen, biochemical, HTS; AID 1032, 2008; 200,000 tested, 0.34% active; activation, % at 8 µM; PPARgamma LBD-SRC-2 recruitment; Peroxisome proliferator-activated receptor gamma (Homo sapiens), P37231; in the data active = activation above about 22%;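 also: 0% = vehicle and 100% = reference agonist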
TLR4-MyD88 BLA – inhibitors of TLR4-MyD88 association in cells, primary screen, cell-based, HeLa CL3-4, BLA complementation, FRET ratio; inhibition, % at 8.4 µM; 200,000 tested, 0.18% active; HeLa CL3-4 TLR4/MyD88 BLA complementation; AID 861, 2007; Toll-like receptor 4 (Homo sapiens) + Myeloid differentiation primary response protein …; in the data active = inhibition above about 25%;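 also: 0% = vehicle and 100% = reference inhibitor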
Target sequence (O00206 whole entry, looked up): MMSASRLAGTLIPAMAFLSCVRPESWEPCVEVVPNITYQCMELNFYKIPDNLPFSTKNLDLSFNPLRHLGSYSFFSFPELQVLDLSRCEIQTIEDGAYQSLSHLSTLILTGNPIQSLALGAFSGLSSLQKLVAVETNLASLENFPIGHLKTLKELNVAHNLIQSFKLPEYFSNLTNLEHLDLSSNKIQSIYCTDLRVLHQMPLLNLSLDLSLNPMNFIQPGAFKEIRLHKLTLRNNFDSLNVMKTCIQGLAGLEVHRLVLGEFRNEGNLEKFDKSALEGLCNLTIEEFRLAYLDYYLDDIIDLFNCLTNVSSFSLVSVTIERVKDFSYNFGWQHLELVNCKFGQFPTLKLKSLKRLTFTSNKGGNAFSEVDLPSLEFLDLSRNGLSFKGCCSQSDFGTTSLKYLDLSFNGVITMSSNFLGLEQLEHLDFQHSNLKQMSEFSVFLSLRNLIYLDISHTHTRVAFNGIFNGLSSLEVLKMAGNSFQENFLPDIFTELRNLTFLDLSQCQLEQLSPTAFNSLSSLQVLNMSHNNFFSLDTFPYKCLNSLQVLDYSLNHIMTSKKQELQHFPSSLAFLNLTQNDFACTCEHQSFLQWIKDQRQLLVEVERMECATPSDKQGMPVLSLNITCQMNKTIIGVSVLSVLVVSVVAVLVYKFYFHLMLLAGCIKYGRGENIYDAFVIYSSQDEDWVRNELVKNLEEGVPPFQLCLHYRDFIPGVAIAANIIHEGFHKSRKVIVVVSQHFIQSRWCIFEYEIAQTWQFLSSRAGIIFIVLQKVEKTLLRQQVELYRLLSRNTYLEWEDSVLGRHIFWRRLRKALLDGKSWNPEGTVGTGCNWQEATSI
Target sequence (Q99836 whole entry, looked up): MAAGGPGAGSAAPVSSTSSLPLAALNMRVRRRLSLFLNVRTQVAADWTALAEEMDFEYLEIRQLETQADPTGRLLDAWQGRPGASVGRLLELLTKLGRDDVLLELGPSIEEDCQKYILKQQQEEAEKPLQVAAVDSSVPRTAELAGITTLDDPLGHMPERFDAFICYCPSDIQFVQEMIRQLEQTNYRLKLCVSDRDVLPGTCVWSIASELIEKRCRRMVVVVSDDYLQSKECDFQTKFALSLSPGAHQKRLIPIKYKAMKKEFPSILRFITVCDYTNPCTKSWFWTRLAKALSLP
bIAP inhibitor – bovine intestinal alkaline phosphatase inhibitors, primary screen, selectivity assay for TNAP inhibitor project, biochemical, bovine IAP, CDP-star luminescence | AID 1019, 2008 | inhibition, % at 20 µM | alkaline phosphatase, intestinal [Bos taurus] | purified bovine IAP, 30 min | 190,000 tested, under 10 active;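 active = over 50% inhibition of intestinal alkaline phosphatase at 20 µM in the single-dose screen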
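System: Purified bovine intestinal alkaline phosphatase (IAP) enzyme | Input: IAP diluted 1/65,000,000 in the well | Also added: CDP-star chemiluminescent phosphatase substrate, 30 µM final | Dosing: 20 µM single dose | Times: Enzyme reaction for 30 min at room temperature | Detection: Luminescence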
S1P3 antagonist – S1P3 receptor antagonists, primary screen, cell-based; Sphingosine 1-phosphate receptor 3 (Homo sapiens), Q99500; inhibition, % at 4.98 µM; CHO S1P3 NFAT-BLA reporter, FRET fluorescence, antagonist mode; 170,000 tested, 0.27% active; AID 485, 2006;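 active = inhibition above the plate cutoff, the mean inhibition of test wells on that plate plus 3 SD, cut at about 28% in these data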;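 also: cells challenged with S1P at its EC80 of 0.8 µM; blue over green emission ratio from cleaved BLA substrate after 4 h stimulation; 0% = S1P-stimulated wells and 100% = unstimulated DMSO-only wells; some compounds past the cut are filed as inactive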
bIAP act – bovine intestinal alkaline phosphatase activators, primary screen, biochemical, bovine IAP, CDP-star luminescence. alkaline phosphatase, intestinal [Bos taurus]. purified bovine IAP, 30 min; stronger effect = higher value; fold of DMSO-control signal, blank-subtracted. activation factor at 20 µM. 200,000 tested, 0.17% active. AID 1016, 2008;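 active = activation factor of 2 or more at 20 µM, a signal rise over negative controls twice the positive control's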
Redox H2O2 prof – compounds producing H2O2 with reducing agent – biochemical, NIH compound library profiling, artefact control for MLSCN library redox annotation, primary screen. AID 878, 2007. activation, % at 10 µM. 200,000 tested, 0.03% active. DTT-dependent redox cycling H2O2, phenol red/HRP absorbance; 100% = 100 µM peroxide control, 0% = buffer;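 active = activation of at least 50% relative to the plate's high and low controls in the primary single-dose screen; inactive = activation below 50%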;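 also: compound incubated with DTT at 0.8 mM final as the reducing agent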
Numbers without * were called inactive; . = no result given.

no.	Molecule	PPARg SRC3 recr	PPARg SRC-1 ag	ROMK mod	Lmaj promast	TR-FRET SRC-2 ct	PPARg SRC-2 ag	TLR4-MyD88 BLA	bIAP inhibitor	S1P3 antagonist	bIAP act	Redox H2O2 prof
1	COCCOC(=O)C1=C(C)Nc2cc(=O)[nH]c(=O)n2C1c1cccc([N+](=O)[O-])c1 (stereo not drawn)	-0.8	-1.6	2.1	-0.5	1392	-1.0	-16.6	2.0	-11.7	1	-0.2
2	CCCNc1nc2c(c(=O)n(C)c(=O)n2C)n1Cc1ccc(F)cc1	-15.1	-3.1	.	4.4	1460	-7.0	1.2	6.1	85.3*	0.9	-0.8
3	O=C(/C=C/c1ccccc1)N1CCN(S(=O)(=O)c2ccc(F)cc2)CC1	1.0	5.5	-0.251	39.4	1697	3.5	8.6	0.8	-5.0	1	-2.3
4	S=c1nccc(-c2cc(Cl)sc2Cl)[nH]1	9.5	0.3	.	0.2	1654	2.4	-4.0	16.5	.	0.8	-8.8
5	CCO[C@H]1OC(C(=O)N2CCN(Cc3ccc4c(c3)OCO4)CC2)=C[C@@H](C(C)(C)C)[C@@H]1CCCO	-1.7	6.0	.	27.0	1652	2.4	-0.6	-3.1	-19.3	1	-1.1
6	Cc1noc2ncnc(Oc3ccc4ccccc4c3)c12	3.9	4.2	.	-0.1	1439	1.6	-4.8	2.4	.	1	-3.9
7	COC(=O)CNC(=O)C1CCCN1C(=O)CNC(=O)OC(C)(C)C (stereo not drawn)	2.4	-2.0	-0.364	-3.1	1325	9.2	1.9	12.3	-1.7	0.9	-5.1
8	Cc1cccc(N2CCN(S(=O)(=O)c3cccc4nonc34)CC2)c1C	-4.3	-5.5	.	-0.9	1482	-11.0	-0.4	4.8	-1.4	1	2.0
9	CCOC(=O)c1cnn(CCOC(=O)c2ccc(F)cc2)c1NC(=O)c1ccc(F)cc1	-1.8	0.7	0.058	-1.7	1600	2.4	5.5	9.2	-4.2	0.9	-0.5
10	O=C1CC(N2CCN(c3ccc(O)cc3)CC2)C(=O)N1Cc1cccs1 (stereo not drawn)	-6.0	-5.8	.	16.4	1587	2.1	2.1	3.9	7.2	1	-4.4
11	COc1ccc(N2CCN(C(c3ccccc3OC)c3nnnn3Cc3ccco3)CC2)cc1 (stereo not drawn)	12.8	2.2	.	16.3	1493	3.9	-2.0	0.3	-6.5	1	-1.9
12	Cc1ccsc1-c1nc(CSCC(=O)NCCN2CCCC2)c(C)o1	-12.9	1.7	-0.285	5.8	1496	-3.4	-4.5	1.1	-16.9	1	1.1
13	CC(C)NC(=O)C1CCCN(S(=O)(=O)c2cccs2)C1 (stereo not drawn)	0.6	5.2	.	-0.5	1702	3.2	11.2	8.1	7.4	0.9	-0.2
14	CCOc1ccc(C(=O)c2cnc3ccccc3c2N2CCN(CC)CC2)cc1	-1.8	6.5	0.0183	-0.1	1502	11.0	3.5	-20.6	-19.1	1.2	-1.1
15	CCN1CCN(CCNC(=O)c2ccc(/C=C3/Sc4ccccc4N(Cc4cccc(C)c4)C3=O)cc2)CC1	5.6	-0.3	-1.12	100.5*	1497	9.6	8.4	-15.5	-42.1	1.2	5.0
16	CN(C)CCN1C(=O)C2C3C=CC(C3)C2C1=O (stereo not drawn)	1.4	5.0	-0.465	-0.8	1537	4.6	-2.3	-8.0	-13.9	1.1	-0.2
17	C=CCn1c(COc2ccc(CC)cc2)nnc1SCC(=O)N(C)C1CCS(=O)(=O)C1 (stereo not drawn)	2.1	3.1	.	-4.2	1522	0.8	-7.3	0.3	-22.6	1	-0.3
18	Cc1[nH]c2ccccc2c1C(=O)CSc1nc2ncc(Cl)cc2[nH]1	3.5	9.9	-0.0143	-2.3	1666	0.6	-1.1	3.1	-24.2	1	-0.3
19	CC(=O)Oc1ccc(C(c2ccc(OC(C)=O)cc2)c2ccccn2)cc1	0.4	8.2	.	-5.5	1364	-0.9	-6.4	-16.2	-1.5	1.2	0.4
20	CCOC(=O)C1C(=O)C=C(c2cccc(NS(C)(=O)=O)c2)CC1c1ccco1 (stereo not drawn)	-2.6	1.6	-0.177	20.7	1532	11.2	7.2	38.0	.	0.6	2.7
21	COc1ccc(CNC(=O)CNS(=O)(=O)c2ccc(Cl)cc2)cc1	3.7	0.3	-0.193	-3.6	1568	0.2	-2.1	7.2	-11.2	0.9	-0.2
22	Cc1c(-c2ccccc2)[nH]n2c(=O)c3c(nc12)CCCC3	2.9	15.7	-0.785	11.1	1547	6.6	-4.3	2.9	14.6	1	-0.3
23	O=S(=O)(c1ccc(F)cc1)N1CCC(N2CCCC2)CC1	6.1	2.4	.	43.5	1633	3.9	4.3	0.5	-19.1	1	-1.5
24	Cc1cccc(NC(=O)c2n[nH]c([N+](=O)[O-])c2Br)c1C	3.7	2.1	-1.99	-2.3	1399	2.3	0.3	7.9	-3.6	0.9	0.1
25	CC1CCN(S(=O)(=O)c2ccc(NC(=O)Cn3nnc(-c4ccccc4)n3)cc2)CC1	1.9	0.6	.	10.4	1360	0.7	2.9	34.8	-10.7	0.7	3.9
26	Cn1cccc1Cc1nnc(SCC(N)=O)n1-c1ccc(F)cc1	4.4	-1.1	.	-8.1	1469	4.8	-8.6	2.9	-17.0	1	-0.5
27	CCc1ccccc1N/C(=N\S(=O)(=O)c1ccccc1)C(F)(F)F	5.4	7.8	.	46.3	1716	2.8	-14.0	6.5	-2.3	0.9	-1.0
28	CN1CCN(S(=O)(=O)c2ccc(Sc3nc4ccccc4[nH]3)c3nsnc23)CC1	11.5	4.5	.	99.7*	1386	4.3	-9.0	2.2	12.3	1	-1.6
29	Cc1ccc(NC(=O)CS(=O)CC(=O)Nc2ccc3c(c2)OCO3)cc1Cl (stereo not drawn)	5.0	14.6	-1.08	-5.2	1663	-4.0	3.6	6.6	-32.2	0.9	0.0
30	COc1ccc(N(CC(=O)NCc2cccnc2)S(=O)(=O)c2c(C)nn(C)c2C)cc1	6.4	5.8	.	-6.5	1491	-10.2	-5.8	6.7	-20.2	0.9	0.1
31	CCOC(=O)N1CCC(N2C(=O)c3ccccc3C2Nc2ccccc2C)CC1 (stereo not drawn)	3.2	-6.6	.	5.3	1643	5.8	-15.8	7.6	5.3	0.9	-0.5
32	CN(C(=O)CSc1nc2ccccc2n1CCc1ccccc1)C1CCS(=O)(=O)C1 (stereo not drawn)	3.3	-0.2	.	3.1	1744	8.2	-12.8	-25.7	17.7	1.3	-0.9
33	COc1ccccc1-c1nnc(SCC(=O)Nc2cc(C)on2)o1	11.4	2.5	.	-3.6	1569	16.1	-2.6	12.1	-36.6	0.9	-2.0
34	O=C1NC(=O)c2cc(NC(=O)C3CCCCC3)ccc21	5.5	4.4	0.633	-7.2	1406	1.1	-2.3	7.4	11.4	0.9	-3.4
35	Cn1c(=O)n(Cc2ccccc2F)c(=O)c2c1nc1n2CCCN1CCc1ccccc1	8.5	3.2	.	-1.7	1429	-3.8	1.1	17.1	-32.6	0.8	-0.2
36	COc1ccccc1NC(=O)c1cc(C(=O)Nc2ccccc2OC)cc(N2C(=O)CCC2=O)c1	-0.3	-6.8	0.429	-5.3	1453	-0.1	-6.4	12.5	4.1	0.9	0.2
37	Cc1ccccc1N(CC(=O)NCc1ccc2c(c1)OCO2)C(=O)CCC(=O)Nc1ccccn1	0.8	0.8	.	61.1*	1934	2.2	-1.3	-7.5	-36.5	1.1	-0.1
38	Cc1ccccc1OCCCCn1c(CO)nc2ccccc21	1.8	1.5	.	45.8	1512	-1.5	-6.3	-59.0	7.3	1.6	-1.4
39	CN1CCN(C(=O)CCN2C(=O)S/C(=C/c3ccc(Cl)cc3)C2=O)CC1	-1.9	-1.8	-1.44	32.3	1299	-9.2	7.8	3.6	-10.5	1	0.4
40	Nc1cc(=O)[nH]c(SCC(=O)Nc2cc(Cl)cc(Cl)c2)n1	-8.4	-4.0	-0.62	-6.6	1462	-3.4	-10.8	9.4	.	0.9	0.8
41	O=C(N/N=C1\SCC(=O)N1CCc1ccccc1)c1cccs1	3.3	-4.3	-0.234	-3.1	1466	7.5	-17.2	2.8	-1.9	1	-0.1
42	Cc1ccc(-n2c(CNc3ccc(F)cc3)nnc2SCC(=O)NCc2ccco2)cc1	2.7	9.6	-1.42	6.5	1512	-1.1	3.3	1.4	8.3	1	2.0
43	O=c1[nH]nc(CNc2ccc(OC(F)(F)F)cc2)c2ccccc12	-3.2	1.9	0.452	15.3	1505	4.4	3.0	0.3	4.5	1	-2.9
44	COCCNC(=O)/C(C#N)=C/c1c(N2CC(C)OC(C)C2)nc2ccccn2c1=O (stereo not drawn)	0.0	0.7	-0.412	-4.2	1498	0.7	-6.4	4.5	-2.5	1	-0.4
45	Clc1ccc(-c2nnc3c4ccccc4nc(N4CCOCC4)n23)cc1Cl	2.9	-0.3	.	1.1	1378	4.5	-13.7	0.6	.	1	3.3
46	Cc1nnc(NC(=O)NCN2C(=O)C3C4C=CC(C4)C3C2=O)s1 (stereo not drawn)	-4.0	3.6	0.271	-7.7	1478	4.0	9.3	1.8	-3.2	1	1.6
47	CCCn1nnc(NC(=O)COc2ccc(Cl)cc2)n1	12.5	5.9	-0.0248	-4.4	1653	5.2	-10.7	-1.4	.	1	0.0
48	CCOC(=O)c1c(NC(=O)Cn2nc([N+](=O)[O-])c(Br)c2C)sc2c1CCC(C)C2 (stereo not drawn)	3.9	2.6	1.29	-0.2	1543	-1.5	-0.7	6.3	.	0.9	3.0
49	Cn1cc(C(=O)NCc2cccnc2)c(=O)c2cc(S(=O)(=O)N3CCCCCC3)ccc21	2.3	-1.2	0.115	0.5	1677	4.1	10.2	-12.0	-10.5	1.1	-1.3
50	COC(=O)/C(=C\c1ccc([N+](=O)[O-])o1)NC(=O)c1ccccc1	9.9	0.2	0.37	95.0*	1498	5.9	-10.4	8.7	.	0.9	-0.1
